# tuberculosis growth: growth inhibition of non-replicating M. tuberculosis (AID 488890); inhibition, % at 25 µM, or IC50 in µM where a hit was titrated; Mycobacterium tuberculosis non-replicating, growth inhibition; higher % means a stronger effect; actives 0.39% (n = 320,000); in the data active = a potency from the dose series; inconclusive = inhibition mostly from about 82% at the one dose, without a potency; inactive = the rest, 99 in 100 with inhibition below about 76%;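 note: plate controls were DMSO cells for no effect and high antibiotic wells for full effect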
# inhibitors of VEEV: inhibitors of VEEV TC-83 cytopathic effect, confirmation, Vero cells (AID 588727). Vero cells, VEEV TC-83 cytopathic effect inhibition; higher % means a stronger effect. one-dose inhibition, % at 20 µM; IC50 in µM for titrated hits. actives 0.13% (n = 350,000); in the data active = a potency from the dose series; inconclusive = inhibition mostly from about 14% at the one dose, without a potency; inactive = the rest, 99 in 100 with inhibition below about 12%; note: strong numbers were not always called active
# influenza NS1A: H1N1 influenza NS1A inhibitors, functional cell based assay (AID 504329) | NS1A functional cell-based assay, percent inhibition; higher % means a stronger effect | inhibition, % at 12.5 µM, or IC50 in µM where a hit was titrated | actives 0.3% (n = 340,000); in the data active = a potency from the dose series; inconclusive = inhibition above about 27% without an active follow-up result; note: strong numbers were not always called active
# PhoP GFP inhibition: PhoP regulon inhibitors, Salmonella typhi PhoP promoter GFP reporter, confirmatory (AID 1850) | Salmonella Typhi PhoP-promoter GFP reporter, fluorescence, 4 h; higher % means a stronger effect | one-dose inhibition, % at 50 µM; IC50 in µM for titrated hits | actives 0.33% (n = 310,000); in the data active = a potency from the dose series; inconclusive = inhibition mostly from about 25% at the one dose, without a potency; inactive = the rest, 99 in 100 with inhibition below about 19%;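 note: 0% = induced wells with vehicle and 100% = uninduced wells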
# M. tuberculosis HTS: M. tuberculosis growth inhibition, HTS (AID 449762). M. tuberculosis H37Rv growth inhibition, 7H9 media; higher % means a stronger effect. inhibition, % at 25 µM, or IC50 in µM where a hit was titrated. actives 0.59% (n = 330,000); in the data active = a potency from the dose series; inconclusive = inhibition above about 70% without an active follow-up result;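 note: bacterial growth assessed after seven days of incubation; strong numbers were not always called active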
# An asterisk follows results filed as active; i = inactive; ? = inconclusive; nt = not tested or not shown.
# Results follow in this order: influenza NS1A, M. tuberculosis HTS, inhibitors of VEEV, tuberculosis growth, PhoP GFP inhibition
CC/C(=N/N=C(\CC)c1ccccc1)c1ccccc1
 : -9.5%, -8.2%, 0.1%, -24.2%, -7.9%
CN(CC(=O)Nc1cccc(F)c1)C(=O)c1cc(S(=O)(=O)N2CCN(c3ccccc3)CC2)ccc1Cl
 : -9.7%, 9.0%, 1.2%, 50.0%, nt
C=CCN(c1ccc(C(=O)NCCN2CCOCC2)cc1)S(C)(=O)=O
 : -1.7%, 4.2%, i, 17.1%, 1.3%
O=C(CN1CCCCC1)NC(=O)Nc1ccccc1F
 : -3.6%, nt, 2.8%, nt, nt
COc1ccccc1CNC(=O)CN(c1ccc(C)cc1)S(=O)(=O)c1c(C)noc1C
 : -1.5%, 4.1%, 8.0%, -0.6%, -3.0%
CCN(CC)CCN(Cc1cc2cc(C)ccc2[nH]c1=O)C(=O)Nc1ccccc1OC
 : -11.6%, -4.4%, 3.0%, 8.1%, -18.6%
O=C(c1ccc(F)c(F)c1)N1CCC2(CC1)NCCc1[nH]cnc12
 : 3.2%, -1.3%, 1.2%, -12.0%, 7.3%
CCN(CC(=O)Nc1c(F)cccc1F)C(=O)C1CCN(S(=O)(=O)c2ccc(C)c(C)c2)CC1
 : -3.3%, 0.9%, 5.8%, 3.2%, -2.3%
COC(=O)c1c[nH]n2c(=O)c(C(C)C)c(C)nc12
 : -6.0%, 7.3%, i, 5.2%, 13.2%
CC(C)(C)c1cc(C(=O)O)n[nH]1
 : -6.5%, -6.0%, 0.6%, -4.7%, 2.1%

# Grouped by structure, the entries above containing a halogen (four)
# Results follow in this order: influenza NS1A, M. tuberculosis HTS, inhibitors of VEEV, tuberculosis growth, PhoP GFP inhibition
CN(CC(=O)Nc1cccc(F)c1)C(=O)c1cc(S(=O)(=O)N2CCN(c3ccccc3)CC2)ccc1Cl
 : -9.7%, 9.0%, 1.2%, 50.0%, nt
O=C(CN1CCCCC1)NC(=O)Nc1ccccc1F
 : -3.6%, nt, 2.8%, nt, nt
O=C(c1ccc(F)c(F)c1)N1CCC2(CC1)NCCc1[nH]cnc12
 : 3.2%, -1.3%, 1.2%, -12.0%, 7.3%
CCN(CC(=O)Nc1c(F)cccc1F)C(=O)C1CCN(S(=O)(=O)c2ccc(C)c(C)c2)CC1
 : -3.3%, 0.9%, 5.8%, 3.2%, -2.3%

# Further structures follow.
# Results follow in this order: influenza NS1A, M. tuberculosis HTS, inhibitors of VEEV, tuberculosis growth, PhoP GFP inhibition
Cc1ccc(-c2cc(-c3ccc(C)cc3O)[nH]n2)cc1
 : 18.3%, 17.4%, 2.6%, -5.4%, -6.6%
N#C/C(C(N)=O)=c1/ccc2c(c1)N1C3=C(CCCC3)CC3CCCCC31N=2 (stereo not given)
 : nt, ?, nt, ?, 7.9%
Cc1cccc(/C=C/c2onc(C)c2S(=O)(=O)N2CCC(C(=O)N3CCCCCC3)CC2)c1
 : 10.1%, 2.1%, 1.0%, 18.8%, -16.2%
CNS(=O)(=O)c1cc(OCC(N)=O)c(C)cc1Cl
 : 12.1%, -5.4%, 1.5%, -15.6%, 1.2%
C=CCn1c(SCC(=O)Nc2ccccc2CC)nnc1-c1ccncc1
 : -0.8%, -2.4%, 0.8%, 19.1%, 2.6%
Cc1ccc2nc(NC(=O)C3CC3C)sc2c1 (stereo not given)
 : 5.1%, 12.4%, 0.5%, -3.5%, -1.3%
N#CC(c1ccc(=O)[nH]n1)c1ccc(Cl)cc1Cl (stereo not given)
 : -10.0%, -7.6%, 1.1%, 8.2%, -9.1%
O=C(CN1C(=O)c2ccccc2C1=O)N1CCN(c2ccccn2)CC1
 : -1.2%, -9.7%, 2.3%, 3.7%, -8.1%
Cc1c(NC(=S)N/N=C/c2ccc(N(C)C)cc2)c(=O)n(-c2ccccc2)n1C
 : -6.6%, -3.3%, 1.0%, -8.2%, 5.2%
O=C(O)c1ccccc1N=N/C(=N/Nc1cc(S(=O)(=O)O)ccc1O)c1ccccc1
 : 21.9µM*, 2.6%, 1.5%, -12.5%, nt
CCN(CC(=O)NCc1ccccn1)S(=O)(=O)c1ccc(Cl)cc1
 : 0.4%, 2.9%, i, 15.0%, 5.7%
OC1CCCN(CC(O)COc2ccc(-c3ccccc3)cc2)C1 (stereo not given)
 : -1.7%, 3.1%, 9.5%, 10.1%, -5.2%
CC(c1ccccc1)c1nnc(NC(=O)Nc2ccccc2F)s1 (stereo not given)
 : -7.1%, 7.4%, 6.1%, -11.3%, 6.6%
CCCCC(CC)C(=O)NCC(C)NC(=O)C(CC)CCCC (stereo not given)
 : -5.9%, -0.8%, 0.5%, -18.0%, -1.8%
COc1ccccc1CNC(=O)C/C(C)=N/NC(=O)COc1ccc(C)cc1Br
 : -4.5%, -4.6%, 1.6%, -11.1%, -6.1%
O=C(Cc1ccsc1)N1CCN(S(=O)(=O)c2cccc(F)c2)CC1
 : -9.5%, -4.2%, 3.2%, -3.4%, -2.6%
CC(C)(C)C1CCC(=NNC(=O)CN(c2ccccc2)S(=O)(=O)c2ccccc2[N+](=O)[O-])CC1 (stereo not given)
 : -7.4%, -2.7%, 1.0%, 1.2%, -5.2%
COc1ccc(OCc2nnc(SCc3ccc(C(=O)O)cc3)o2)cc1
 : 5.3%, 7.7%, i, 8.2%, 0.6%
CC1(C)CC(=O)C2=C(C1)NC(=O)CC2c1cc2c(cc1Br)OCO2 (stereo not given)
 : 2.2%, 1.8%, 0.8%, -6.8%, 14.9%
O=C(CSc1ccc2nnc(-c3cccnc3)n2n1)NCC1CCCO1 (stereo not given)
 : -2.8%, -5.1%, 1.8%, nt, nt
Cc1ccc(NC(=O)CN(C)C(=O)c2cccc(S(=O)(=O)NCc3ccccc3)c2)cc1
 : -2.8%, 2.3%, 3.5%, 9.0%, 7.3%
O=C(c1cccc(C(F)(F)F)c1)N1C[C@H]2C[C@@H](C1)c1cccc(=O)n1C2
 : 8.2%, -12.1%, 0.5%, -1.5%, -1.5%
C=CCc1ccc(OC)c(OC)c1
 : -5.5%, -2.5%, 0.2%, 1.0%, 2.7%
O=C(O)c1ccccc1NC(=S)NC(=O)c1cccc2ccccc12
 : -2.2%, -0.3%, 1.2%, ?, 5.7%
CNC(=O)N(C)c1ccc(C(O)(C(=O)OC)C(F)(F)F)cc1 (stereo not given)
 : -7.8%, -9.2%, 0.5%, -4.7%, 8.0%
Cc1cccc(-n2nc3c(c2NC(=O)c2c(F)cccc2F)CS(=O)(=O)C3)c1C
 : -2.3%, 4.1%, i, -11.8%, 3.2%
CC(NC(=O)c1cc(S(=O)(=O)N2CCCC2)ccc1Cl)c1ccccn1 (stereo not given)
 : -5.8%, 3.1%, i, 0.8%, nt
CCN(CC)Cc1c(CC(C)C)oc(C)c1C(=O)O
 : 15.3%, nt, i, nt, -4.1%
c1ccc2nc3c(cc2c1)CCCCC3
 : -11.8%, 2.6%, 0.6%, -10.6%, 3.2%
COc1ccc2nc(-c3ccccn3)[nH]c2c1
 : -6.7%, -8.6%, 0.7%, 22.2%, 5.8%
Cc1cc(NC(=O)NC(=O)c2ccccc2)no1
 : 23.1%, -8.5%, 2.3%, -11.7%, -8.3%
Fc1ccc(-c2cc(-c3ccccc3)nc(-n3cccn3)n2)cc1
 : 3.5%, 68.2%, i, 44.1%, -6.8%
COc1ccc(Cl)cc1NC(=O)Cc1c(F)cccc1Cl
 : -0.2%, 10.2%, 0.1%, 2.6%, -8.8%
C[C@H](NS(=O)(=O)c1ccc(Cl)cc1)C(=O)OCC(=O)NC(=O)Nc1ccc2c(c1)OCCO2
 : -4.1%, 60.1%, 1.4%, -1.4%, -2.7%
Cc1ccccc1NC(=O)NC1CCCCCCC1
 : 5.0%, -3.3%, 1.3%, -4.0%, -1.7%
Cc1cccc(N2CCN(C(=O)c3ccc4ccccc4c3)CC2C)c1 (stereo not given)
 : 8.4%, 1.6%, 3.6%, 34.4%, nt
CCC(=O)c1ccc(N2CCCCC2)c(F)c1
 : -8.8%, -7.7%, i, 57.9%, -6.7%
COC(=O)c1ccc(COc2ccc(/C=N/NC(N)=S)cc2)o1
 : nt, ?, 6.3%, ?, 9.7%
CC1CN(C)C(C)c2c1oc1ccc(N)cc21 (stereo not given)
 : 8.9%, -1.5%, i, 7.2%, 10.8%
Cc1cccc(-n2c(SCC(=O)NCc3ccc4c(c3)OCO4)nc3ccccc3c2=O)c1
 : -6.0%, -9.8%, 11.1%, 33.8%, -10.0%

# Some of these compounds in order of SMILES length, lowest first.
# Results follow in this order: influenza NS1A, M. tuberculosis HTS, inhibitors of VEEV, tuberculosis growth, PhoP GFP inhibition
C=CCc1ccc(OC)c(OC)c1
 : -5.5%, -2.5%, 0.2%, 1.0%, 2.7%
Cc1ccccc1NC(=O)NC1CCCCCCC1
 : 5.0%, -3.3%, 1.3%, -4.0%, -1.7%
CC1CN(C)C(C)c2c1oc1ccc(N)cc21 (stereo not given)
 : 8.9%, -1.5%, i, 7.2%, 10.8%
Cc1c(NC(=S)N/N=C/c2ccc(N(C)C)cc2)c(=O)n(-c2ccccc2)n1C
 : -6.6%, -3.3%, 1.0%, -8.2%, 5.2%

# (continued)
# Results follow in this order: influenza NS1A, M. tuberculosis HTS, inhibitors of VEEV, tuberculosis growth, PhoP GFP inhibition
CCN(Cc1ccncc1)C(=O)CC1C(=O)NCCN1Cc1ccc(F)c(F)c1 (stereo not given)
 : 15.6%, -8.0%, 1.4%, 16.9%, 2.1%
COc1ccc(-c2c(C(C)=O)c(C)nc3sc4c(c23)NC(c2ccccc2)NC4=O)cc1 (stereo not given)
 : 11.4%, 2.4%, 2.9%, 8.2%, -2.9%
COc1cc(S(=O)(=O)Nc2ccc(C)cc2)ccc1N=Cc1c(C)[nH]n(-c2ccccc2)c1=O
 : 21.4%, 6.8%, 0.7%, 5.5%, -1.1%
CCCCCCC(=O)Nc1nc(C)c(-c2csc(Nc3ccccc3OC)n2)s1
 : 2.0%, ?, 2.2%, 25.5%, -4.4%
CCOc1ccc(CN(C)C(=O)CNC(=O)C2CCCCC2)cc1OC
 : 5.8%, -3.0%, i, -6.3%, -3.1%
O=C(NC1CCSc2ccccc21)c1ccc([N+](=O)[O-])cc1 (stereo not given)
 : -8.2%, 3.4%, i, ?, -5.0%
O=C(NC(=S)Nc1ccc(O)cc1)C1CCCC1
 : -6.8%, -3.5%, 8.4%, -18.1%, nt
N#Cc1ccccc1NC(=O)COc1c(Br)cc(Br)c2cccnc12
 : 12.8%, 4.6%, i, ?, -6.0%
O=[N+]([O-])c1ccc(NCCNc2ccc(Cl)nn2)cc1
 : 5.3%, 6.1%, i, -5.0%, 5.8%
Cc1cccc(C)c1NC(=O)CN(C)C(=O)CCc1nc2sc3c(c2c(=O)[nH]1)CCCC3
 : -15.3%, 4.8%, 3.0%, 25.2%, nt
O=C(c1ccco1)n1c(=S)nc2ccccn21
 : 6.9%, -3.2%, 1.8%, -1.1%, -5.3%
CC(=O)Nc1ccc(C2Nc3ccccc3C(=O)N2C2CCCCC2)cc1 (stereo not given)
 : -3.2%, 2.8%, 1.9%, -9.3%, -1.0%
C[N+](C)(C)c1ccc(/C=N/Nc2nc(Cl)c(C#N)c(Cl)c2Cl)cc1
 : 1.2%, 67.2%, 4.6%, ?, -7.4%
COc1ccc(NS(=O)(=O)c2ccc(C)c(NC(=O)CN3C(=O)NC4(CCCC4)C3=O)c2)cc1
 : -11.8%, 7.0%, 3.4%, 4.8%, nt
O=C(CCN1C(=O)COc2ccccc21)N1CCCCC1
 : 3.5%, 2.1%, 2.4%, -12.5%, -1.1%
CC1CCCCC1NC(=O)CSc1nnc(N)s1 (stereo not given)
 : -4.4%, -10.5%, 3.4%, -21.4%, -10.5%
Cc1cc(/C=C2\C(=O)NC(=O)N(C)C2=O)c(C)n1-c1ccc2c(c1)OCO2
 : 3.6%, -4.7%, 6.2%, -2.5%, -11.7%
COc1cccc(CN2CCN(C3CCN(c4ccccc4C)CC3)CC2CCO)c1 (stereo not given)
 : 1.8%, 3.8%, 1.3%, 66.0%, -3.4%
CCOc1ccc(S(=O)(=O)N(CC(=O)NN=C2CCN(C)CC2)c2ccc(C)cc2)cc1
 : -5.6%, 3.9%, 0.7%, 15.9%, 1.1%

# Rows are unselected; overall some 1.4% were active at least once.
